A549 tox – A549 cytotoxicity, counter-screen for Nrf2 inhibitors; A549 ARE-Fluc cells, CellTiter-Fluor viability, 18-24 h; Potency, µM (titrated, usually from 46 µM), inactives show at the highest dose activity change, negative = cytotoxicity, usual class: inhibitors; hit rate 0.16% among 390,000; note: potency is the fitted concentration of half-maximal effect; % is set by controls: 0 for no effect and ±100 for the full control effect
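A549 ARE-Fluc cells in 5% FBS OPTI-MEM, 5000 cells/well, rested 2 h then exposed to compounds in concentration-response for 18-24 h at 37 °C. Viability by CellTiter-Fluor fluorescence (Ex 405/Em 525) after 30 min; luciferase luminescence (BugLite, 15 min, RT) read afterwards.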
EPAC2 ag – activates human EPAC2 exchange factor; Q8WZA2; EPAC2 activation, biochemical qHTS; response scale: 100% = 6.5 mM cAMP response; Potency, µM (series often up to 154 µM), for inactives: top-dose activation, most hits filed as activators; hit rate 0.079% among 360,000; note: potency is the fitted concentration of half-maximal effect; nearly all actives have a fitted effect of over 50% in size
Target sequence (Q8WZA2 whole entry, looked up): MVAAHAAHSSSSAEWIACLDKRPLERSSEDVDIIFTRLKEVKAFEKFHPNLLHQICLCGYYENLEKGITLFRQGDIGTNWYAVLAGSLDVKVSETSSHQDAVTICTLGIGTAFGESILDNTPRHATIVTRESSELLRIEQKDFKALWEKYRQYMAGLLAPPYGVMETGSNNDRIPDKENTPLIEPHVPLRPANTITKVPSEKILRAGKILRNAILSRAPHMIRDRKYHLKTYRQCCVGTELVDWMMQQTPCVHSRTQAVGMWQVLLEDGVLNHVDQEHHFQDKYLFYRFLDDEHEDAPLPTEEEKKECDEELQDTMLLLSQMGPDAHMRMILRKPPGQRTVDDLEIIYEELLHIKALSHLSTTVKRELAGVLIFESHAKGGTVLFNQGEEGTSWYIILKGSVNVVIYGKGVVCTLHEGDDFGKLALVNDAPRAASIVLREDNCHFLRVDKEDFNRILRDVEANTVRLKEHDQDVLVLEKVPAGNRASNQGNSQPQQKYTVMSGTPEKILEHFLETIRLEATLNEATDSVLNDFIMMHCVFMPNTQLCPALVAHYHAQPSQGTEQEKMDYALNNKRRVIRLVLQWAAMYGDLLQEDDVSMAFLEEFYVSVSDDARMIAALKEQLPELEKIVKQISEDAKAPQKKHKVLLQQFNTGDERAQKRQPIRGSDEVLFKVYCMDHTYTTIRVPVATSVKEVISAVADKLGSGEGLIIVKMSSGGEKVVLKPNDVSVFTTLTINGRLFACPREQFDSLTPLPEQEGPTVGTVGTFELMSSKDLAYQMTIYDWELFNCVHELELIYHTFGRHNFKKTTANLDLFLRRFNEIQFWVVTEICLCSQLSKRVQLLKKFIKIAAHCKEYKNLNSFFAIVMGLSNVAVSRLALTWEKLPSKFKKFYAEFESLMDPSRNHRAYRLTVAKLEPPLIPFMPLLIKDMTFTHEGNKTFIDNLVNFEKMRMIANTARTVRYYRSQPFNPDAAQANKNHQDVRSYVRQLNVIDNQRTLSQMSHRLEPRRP
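Compounds were added across a concentration range to EPAC2 (100 nM), RAP1B-BODIPY-GDP (250 nM) and GDP (50 uM). After 5 min at room temperature, fluorescence was recorded at 5-min intervals for 30 min.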
TGFb SMAD3 inh – blocks TGF-b signaling. HepG2 CAGA-GFP TGF-b/SMAD3 reporter, GFP fluorescence, 18 h; TGF-beta stimulated, 500 pg/mL final. Potency, µM (doses to about 46.1 µM), for inactives: top-dose activity, negative = inhibition, actives largely listed as inhibitors. hit rate 1.2% among 410,000. AID 588855; note: potency is the fitted concentration of half-maximal effect; % is set by controls: 0 for no effect and ±100 for the full control effect; nearly all actives have a fitted effect of over 65% in size
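TGF-beta reporter screen: HEPG2 CAGA-GFP, 1% FBS, 500 pg/mL TGF-beta final, 18 h; per-cell GFP summed per well; curves fitted and categorized by class.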
ATXN2 expr inh – reduces ATXN2 reporter expression in HEK-293 cells; HEK-293 ATXN2-luciferase reporter, luminescence, 24 h; Potency, µM (titrated, usually from 57 µM), inactives show top-dose activity change, negative = inhibition, actives largely listed as inhibitors; hit rate 0.72% among 360,000; AID 1745845; note: potency is the fitted concentration of half-maximal effect; % is set by controls: 0 for no effect and ±100 for the full control effect; nearly all actives have a fitted effect of over 55% in size
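qHTS (up to 57 uM final) was run with 24 h compound exposure of reporter cells at 37 °C. Each well was multiplexed: SteadyGlo luminescence measured ATXN2-luciferase expression after a fluorogenic Gly-Phe-AFC viability readout (25 uM final).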
HepG2 tox – kills HepG2 cells in TGF-b inhibitor counter-screen. HepG2 CAGA-GFP viability, ATP luminescence, 18 h. Potency, µM (doses to about 46.1 µM), for inactives: at the highest dose activity change, negative = cytotoxicity, hits mostly cytotoxic. hit rate 0.76% among 410,000; note: potency is the fitted concentration of half-maximal effect; some results filed as inactive show a strong effect at the top dose
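HepG2 CAGA-GFP cells (1000/well, DMEM with 1% FBS) received compound, then TGF-beta at 500 pg/mL final, and were incubated 18 hours at 37 degrees C. Viability was read by CellTiter-Glo luminescence. Media-only wells were set as complete cell-killing and DMSO as no toxicity.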
S2 tox – viability counter-screen for ATXN expression inhibitors; S2 cells (HEK-293 line with an ATXN2-luciferase reporter) viability, CellTiter-Fluor protease fluorescence, 24 h; Potency, µM (doses to about 56.7 µM), usual class: cytotoxic; hit rate 0.49% among 400,000; AID 651635; note: potency is the fitted concentration of half-maximal effect; nearly all actives have a fitted effect of over 40% in size
Nrf2 inh – Nrf2 pathway inhibition | hit rate 2.1% among 360,000 | A549 ARE-Fluc reporter, luciferase luminescence, 18-24 h | Potency, µM (highest dose often 46 µM), inactives show at the top dose activity change, negative = inhibition, actives largely listed as inhibitors; note: potency is the fitted concentration of half-maximal effect; % is set by controls: 0 for no effect and ±100 for the full control effect; nearly all actives have a fitted effect of over 60% in size
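In this cell-based qHTS, ARE-driven firefly luciferase in A549 cells reports Nrf2 activity; the luminescent signal after BugLite lysis is the measured value, with a prior CellTiter-Fluor read for cell health.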
Nrf2 ARE act – Nrf2 pathway activation. AREc32 ARE-luciferase reporter (MCF7-derived line), luminescence, 24 h. Potency, µM (series often up to 46.1 µM), inactives show top-dose activation, actives largely listed as activators. hit rate 0.31% among 410,000. AID 624171; note: potency is the fitted concentration of half-maximal effect; % of control where 0% means no effect; nearly all actives have a fitted effect of over 65% in size
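Reporter line AREc32 (ARE-Fluc), seeded overnight in OPTI-MEM with 5% FBS; compound pin-transferred, 24 hr at 37 deg C, 5% CO2; luminescent read-out.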
IL-2 act – activates IL-2 in a cell-based reporter assay; IL-2 activation reporter assay, cell-based qHTS; stimulated with anti-CD3/CD4/CD28 beads; in transgenic mouse T cells; activation, % (series mostly up to about 46 µM); hit rate 0.065% among 360,000; AID 652025; in the data active = activation above about 50%; inconclusive = mostly about 30% to 49%; note: 0% is about no effect
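EGFP and DsRed fluorescence is measured by plate cytometry in unstimulated transgenic mouse T cells exposed to compound for 60 minutes, then stimulated 18 hours at 37 degrees C with anti-CD3/anti-CD4 beads plus anti-CD28.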
* hit, by the source's call; i = inactive; ? = inconclusive; . = not tested or not shown; & = joins results of further samples; [ ] = dose if it differs, or a comment. Unless noted, calls come from the whole dose curve; as a rule, active = well fitted curve in the direction sought with a large enough effect; inconclusive = small, poorly fitted or top-dose-only effect, or another doubt; inactive = no such curve, though single readings can be large; an effect the other way counts as inactive or inconclusive. Outcome played no part in choosing rows; about 4.3% have a hit in one of these screens.

The line under a structure holds: ATXN2 expr inh | S2 tox | HepG2 tox | TGFb SMAD3 inh | EPAC2 ag | Nrf2 ARE act | Nrf2 inh | A549 tox | IL-2 act
COc1ccc2c(c1)c1nnc(SCC(=O)N3C(C)CCCC3C)nc1n2C (stereo not given)
 : -13% | i | -20% | 0% | -15% | 2.2% | ? | -9% | -0.3
O=C(Cn1c(=O)oc2cccnc21)Nc1ccc(C(F)(F)F)cc1
 : 1% | i | 9% | 17% | 12% | 0.8% | -10% | -6% | 0.9
CCOc1ccc(OC(=O)c2cccnc2)cc1
 : -17% | i | -6% | 2% | 2% | 6.7% | 5% | 1% | -1.3
Cc1c(OC(C)C(=O)NCc2cccnc2)ccc2c3c(c(=O)oc12)CCCC3 (stereo not given)
 : 1% | i | -17% | -11% | 6% | -0.6% | 9% | 5% | 2.2
CSc1nsc(SCC(=O)NCc2ccccc2)n1
 : 5% | i | -45% | -9% | 3% | 5.9% | 1% | 9% | -1.0
COC(=O)c1sc(-c2ccccc2)cc1NC(C)=O
 : -19% | i | -29% | -11% | 11% | 11% | -4% | 5% | 1.8
Fc1cccc(Cc2c(-c3cccc(Cl)c3)nc3c4ccccc4ccn23)c1
 : 5% | i | -29% | -32% | 10% | 14% | . | . | -0.6
Cc1ccc(NC(=O)CCn2c(=O)c3cccn3c3ccccc32)cc1C
 : -16% | i | 3%&-24% | ? | 2% | 3.4%&5.6% | ? | 0%&-8% | -3.9
COc1ccc(NC(=O)CSc2nnc3n2CCCCC3)cc1OC
 : . | i | -11% | -4% | 3% | 2.6% | . | . | -0.2
Cc1ccc(CN2CCc3nc(N4CCN(c5ccccc5F)CC4)ncc3C2)cc1C
 : -12% | i | -22% | ? | . | 0.2% | . | 0% | .
O=C(c1ccccc1)N1CCC(=O)N(C(CO)Cc2ccccc2)CC1 (stereo not given)
 : -3% | i | 13% | 17% | 9% | 0.2% | 9% | -1% | -0.7
c1ccc(Nc2cccc(Nc3ccccc3)c2)cc1
 : 28% | ? | -35% | ? | 7% | 5.9% | ? | -9% | 0.2
Cc1cccc(-c2nc3c4ccccc4n(CC(=O)Nc4cc(F)ccc4F)c(=O)n3n2)c1
 : 16% | i | 9% | -23% | . | -0.2% | . | -11% | .
CC(=O)NC(CC(=O)NCC(=O)Nc1ccc(F)c(F)c1)c1ccccc1 (stereo not given)
 : 61%[activator] | i | 11% | 1% | 7% | -0.5% | 12% | -2% | 0.4
C=CCn1cccc(C(=O)Nc2cc(OC)ccc2OC)c1=O
 : 4%[11.3 µM] | i | -5% | 4% | 8% | 4.4% | ? | 2% | 1.3
COc1cccc(C2CC(c3ccc(F)cc3)Nc3nc(N)nn32)c1 (stereo not given)
 : 5% | i | -20% | 0% | 2% | -1.1% | 15% | 1% | -1.2
CCCCOc1ccccc1Cn1c(=O)sc2ccccc21
 : 10% | i | -23% | ? | . | 4.2% | 4% | -6% | .
CCc1nnc(SCc2cccc(F)c2)c2cc3sc(C)cc3n12
 : . | . | -26% | ? | . | 0.4% | ? | 9% | .
Cc1ccc(-n2c(Cc3cccn3C)nnc2SCC(=O)NCc2ccc3c(c2)OCO3)cc1
 : -14% | i | 1% | -19% | 7% | -0.3% | . | 0% | -0.9
COC(=O)C1=C[C@@H](C(=O)OC)C2C3=C(C(=O)[C@@]2(C)NC(=O)c2ccccc2)[C@H](C)n2c(=O)n(C)c(=O)n2[C@@H]3C1 (stereo not given in full)
 : . | . | 2% | -18% | . | . | 21% | -2% | .

Overlap with the part before: four entries; new compounds follow.
The line under a structure holds: ATXN2 expr inh | S2 tox | HepG2 tox | TGFb SMAD3 inh | EPAC2 ag | Nrf2 ARE act | Nrf2 inh | A549 tox | IL-2 act
CCCCOc1ccccc1Cn1c(=O)sc2ccccc21
 : 10% | i | -23% | ? | . | 4.2% | 4% | -6% | .
CCc1nnc(SCc2cccc(F)c2)c2cc3sc(C)cc3n12
 : . | . | -26% | ? | . | 0.4% | ? | 9% | .
Cc1ccc(-n2c(Cc3cccn3C)nnc2SCC(=O)NCc2ccc3c(c2)OCO3)cc1
 : -14% | i | 1% | -19% | 7% | -0.3% | . | 0% | -0.9
COC(=O)C1=C[C@@H](C(=O)OC)C2C3=C(C(=O)[C@@]2(C)NC(=O)c2ccccc2)[C@H](C)n2c(=O)n(C)c(=O)n2[C@@H]3C1 (stereo not given in full)
 : . | . | 2% | -18% | . | . | 21% | -2% | .
Cc1ccc(C(=O)C2=C(O)C(=O)N(c3ncccn3)C2c2ccc(Br)cc2)o1 (stereo not given)
 : -9% | i | -11% | 15% | 10% | -0.8% | 28% | 8% | -0.1
CCC(CC)C(=O)N(C)c1c(C)nc2c(OCc3cccc(Cl)c3)cccn12
 : ? | i | -18% | -10% | 9% | -0.5%[9.22 µM] | . | . | -0.6
COc1ccccc1N1CCN(S(=O)(=O)CCNC(=O)c2ccc(OC(C)C)cc2)CC1
 : -19% | i | 3% | -15% | 3% | 0.2% | ? | -3% | -4.7
COc1ccc(NS(=O)(=O)c2ccc(Oc3cccc(C(=O)O)c3)cc2)cc1
 : -6% | i | 1% | ? | 13% | -0.3% | -2% | 0% | 0.7
CC(=O)Oc1ccc2occ(-c3ccccc3)c2c1
 : . | i | 2% | -16% | 6% | 9.4% | 5% | 6% | 0.7
CC1=NN(C)C(=O)C1Cc1c(F)cccc1Cl (stereo not given)
 : 0% | i | 10% | 4% | 3% | 0.2% | -9% | 1% | 1.9
Cc1cccc([N+](=O)[O-])c1NC(=O)CSc1nnc2ccccn12
 : . | i | 3% | 20% | 8% | 0.4% | 4% | -6% | 1.2
C/C(N)=C(/C#N)C(=O)CSc1nnc(SCc2ccc(Cl)cc2)s1
 : -16%&-6% | i | -6%&-51% | -3%&-1% | 2%&7% | 6.1%&0.6% | 21µM* | -15%&-21% | 0.0&-0.5
COc1ccc(-n2ncc3c(NCCCOC(C)C)ncnc32)cc1
 : 21% | i | -15% | 0% | . | 4.4% | . | 7% | .
CN(C)S(=O)(=O)c1cccc(NC(=S)NCc2ccc3c(c2)OCO3)c1
 : . | i | -24% | ? | 12% | 0.3% | -6% | 8% | -1.9
COC(=O)C(CCSC)NC(=O)CNC(=O)C1CCCCC1 (stereo not given)
 : -32% | i | 0% | -8% | 2% | 0.1% | -16% | -6% | -3.6
COc1ncnc2c1ncn2CCCNCCCN1CCCC1=O
 : -7% | i | -10% | -4% | 5% | -1.2% | . | . | -2.7
Cc1cccc(NC(=O)c2ccc([N+](=O)[O-])cc2Cl)n1
 : 0% | i | -28% | -3% | 0% | 0.0% | 16% | 1% | -0.6
COCCCN1C(=O)c2ccc(C(=O)OCC(=O)NCCc3ccccc3)cc2C1=O
 : -3% | i | 13% | 3% | -3% | 0.5% | 2% | 5% | -0.6
Cc1cccc(C(=O)NCc2cn3cccc(C)c3n2)c1
 : . | . | 2% | -15% | . | -0.3% | 4% | 8% | .
COc1ccc(-c2csc(Nc3ccc(C)cn3)n2)cc1OC
 : 14% | i | -32% | -23% | -1% | 0.6% | ? | -13% | -4.1
Cc1ccc2c(c1)cc1c(=O)n(CC(=O)NCc3ccco3)nc(C)n12
 : . | . | -1% | -1% | . | 0.1% | -5% | -9% | .
Cc1c(Cl)cnc(NC(=O)COC(=O)c2ccc3c(c2)OCO3)c1Cl
 : 6% | i | 23% | -1% | -2% | -0.4% | 0% | -1% | 0.5
COc1ccc(C(=O)NC(CCSC)C(=O)N2CCCCCC2)cc1 (stereo not given)
 : 0% | ? | 5% | -1% | 10% | -0.1% | -6% | -12% | -0.2
CCOc1ccc2oc(C(=O)O)c(C)c2c1
 : 16% | i | -9% | 0% | -3% | 0.4% | 28% | 1% | 2.9
COc1cc(/C=C/C(=O)N2C(=O)c3cccc(N)c3C2=O)cc(OC)c1OC
 : ? | . | -13% | 3% | 12% | 2.9% | 2% | 12% | 1.9
O=C(NCc1ccccn1)[C@H]1C[C@@H]1[C@H](NP(=O)(c1ccccc1)c1ccccc1)c1ccccc1
 : 3% | ? | -4% | 4% | 6% | 0.2% | 5% | 0% | -0.4
COCCNCCOCCOc1ccc(Cl)c(C)c1
 : -21% | i | 1% | 21% | -1% | -0.2% | 6% | 5% | 0.2
O=C(NC1CCCCC1)N1CCCC(c2nc(-c3cccs3)no2)C1 (stereo not given)
 : -6% | i | -14% | -5% | 6% | -0.2% | ? | -12% | -0.3
Cc1[nH]nc2c1C1(C(=O)N(Cc3ccc(Cl)cc3)c3ccccc31)C(C#N)=C(N)O2 (stereo not given)
 : ? | i | -14% | ? | 9% | -0.2% | 21µM* | -6% | -0.4
COC(=O)c1ccccc1NC(=S)N(C)C
 : 0% | i | 15% | -3% | 7% | -0.2% | -2% | 2% | 2.0
c1ccc(-c2nc(NC3CCCC3)c3ccccc3n2)cc1
 : -27% | i | -18% | ? | 9% | 25% | 23µM* | ? | -0.3
O=C(Nc1cc2c(cc1C(=O)c1ccccc1Cl)OCCO2)c1ccccc1
 : . | . | -38% | -11% | . | 0.1% | -16% | 3% | .
Cc1cc(C(=O)C(=O)Nc2nnc(C(C)C)s2)c(C)n1-c1ccccc1
 : ? | i | -31% | 1% | . | -5.8% | -17% | -9% | .
O=C1NC(c2ccccc2)C(c2ccccc2)N1 (stereo not given)
 : 6% | i | 11% | -2% | 1% | -0.1% | 4% | -2% | -2.8
COc1cc(OC)cc(-c2c(Sc3ccccc3)c3cc(-c4ccc(OC)nc4)ccc3n2C)c1
 : -9% | i | . | . | 2% | -0.5% | . | . | 0.7
C/C(CC(=O)Nc1cc(Cl)ccc1Cl)=N\NC(=O)c1ccco1
 : 10% | i | -27% | -21% | 4% | 28% | 14% | -2% | -2.4

Compound activity from PubChem.
